Screening data (PubChem BioAssay)
PostGolgi yeast – growth inhibition of a yeast mutant, post-Golgi transport screen; post-Golgi transport phenotypic cell assay; inhibition, % at 10 µM; 98,000 compounds, 0.9% hits; AID 739;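 further: yeast cells grown in 1536-well plates; yeast grown about 18 h at 30C before absorbance read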
PostGolgi ctrl – yeast control strain growth, post-Golgi counter-screen; inhibition, % at 10 µM; 98,000 compounds, 5% hits; AID 738; efflux-deficient yeast background strain, growth absorbance A615, 16 h
S1P2 antag – S1P2 (human) receptor antagonism; AID 736; 97,000 compounds, 0.21% hits; cell-based S1P2 antagonist assay, inhibition at 5 uM; inhibition, % at 5 µM; O95136; in the data active means inhibition above about 45%;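 further: CRE beta-lactamase reporter cells expressing human S1P2 stimulated with S1P; 0% = agonist at EC80 alone and 100% = agonist plus reference antagonist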
Target sequence (O95136 whole entry, looked up): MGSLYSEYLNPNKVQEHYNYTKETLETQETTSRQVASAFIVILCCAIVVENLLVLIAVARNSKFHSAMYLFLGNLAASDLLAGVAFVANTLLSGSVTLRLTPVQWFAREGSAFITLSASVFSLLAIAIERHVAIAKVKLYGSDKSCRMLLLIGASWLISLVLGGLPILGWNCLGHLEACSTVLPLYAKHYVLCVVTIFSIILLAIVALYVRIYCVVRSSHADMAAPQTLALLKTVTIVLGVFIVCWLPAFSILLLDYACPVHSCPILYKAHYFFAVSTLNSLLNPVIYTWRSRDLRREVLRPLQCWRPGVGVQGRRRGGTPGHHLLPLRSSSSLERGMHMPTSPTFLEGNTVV
hDAT+cocaine – human DAT dopamine uptake with cocaine, either direction; AID 449768; Q01959; LLC-PK1 hDAT cells, [14C]-dopamine uptake with cocaine IC80; actives deviate in either direction; 110,000 compounds, 1.3% hits; B-score at 10 µM;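 active means Z score or B-score, a plate-position-corrected score, falls beyond the plate's 99.7% confidence bounds, in either direction; inactive means both scores lie inside the 99.7% bounds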;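 further: scored against the spread of the other compound wells on the same plate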
sEH inhibitor – blocks human soluble epoxide hydrolase activity; recombinant human sEH enzymatic activity assay; inhibition, % at 2 µM; 91,000 compounds, 0.34% hits; AID 707; in the data active means inhibition above about 80%; further: values of inactives mirror those of a sister screen read the other way; many of its hits are not listed in these tables
Target sequence (P34913 whole entry, looked up): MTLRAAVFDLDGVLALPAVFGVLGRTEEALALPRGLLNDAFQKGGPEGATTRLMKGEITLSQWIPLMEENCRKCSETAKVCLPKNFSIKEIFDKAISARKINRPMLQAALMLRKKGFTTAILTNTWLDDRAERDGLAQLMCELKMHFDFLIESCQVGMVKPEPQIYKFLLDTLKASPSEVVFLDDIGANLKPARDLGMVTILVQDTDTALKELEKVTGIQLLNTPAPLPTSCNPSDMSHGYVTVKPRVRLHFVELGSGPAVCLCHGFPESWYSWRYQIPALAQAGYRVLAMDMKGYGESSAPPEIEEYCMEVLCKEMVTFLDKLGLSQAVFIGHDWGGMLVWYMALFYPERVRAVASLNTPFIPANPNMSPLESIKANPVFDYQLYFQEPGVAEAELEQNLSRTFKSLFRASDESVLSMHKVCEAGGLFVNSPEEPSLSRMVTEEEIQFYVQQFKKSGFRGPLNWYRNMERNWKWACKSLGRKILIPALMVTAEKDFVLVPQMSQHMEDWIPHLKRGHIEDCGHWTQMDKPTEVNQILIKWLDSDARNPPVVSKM
CYP2C19 inhib – human CYP2C19 inhibition; P33261; CYP2C19 Supersomes, luciferin-H EGE luminescence, 30 min; inhibition, % at 5 µM; 96,000 compounds, 21% hits; AID 778;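 active means CYP2C19 inhibition above a set limit at 5 µM in the primary screen, cut at about 50% in these data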;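 further: plate controls were negative control wells for no effect and 2.5 mM tranylcypromine positive control for full effect; values of inactives mirror those of a sister screen read the other way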
sEH act – increases human soluble epoxide hydrolase activity; P34913; purified human sEH enzymatic activity, activator screen; activation, % at 2 µM; 91,000 compounds, 0.04% hits; AID 717; in the data active means activation above about 37%; further: values of inactives mirror those of a sister screen read the other way
CYP2C19 activ – increases human CYP2C19 enzyme activity. P33261. recombinant CYP2C19, luciferin-H EGE luminescence; stronger effect = higher value; 0 = fully inhibited enzyme, 1 = untreated enzyme. activation factor at 5 µM. 96,000 tested, under 10 active;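 active means activation factor of at least 2 at 5 µM in the primary screen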;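 further: 0 = wells with 2.5 mM tranylcypromine and 1 = vehicle-only wells; values of inactives mirror those of a sister screen read the other way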
S1P2 ag – activates the human S1P2 receptor | 97,000 compounds, 0.46% hits | O95136 | activation, % at 4.5 µM | S1P2-expressing cell line, agonist reporter read-out; in the data active means activation above about 16%;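 further: 0% = vehicle low control and 100% = maximal reference agonist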
* = called active by the depositor; nt = no result given. Unless noted, no stated cut-off is given here; in the data, active means inhibition above about 30%; inactive means the rest.

SMILES	PostGolgi yeast	PostGolgi ctrl	S1P2 antag	hDAT+cocaine	sEH inhibitor	CYP2C19 inhib	sEH act	CYP2C19 activ	S1P2 ag
c1ccc(-n2nnnc2NC2CCCCCC2)cc1	-8	3	9	-0.0039	-13	34	12	0.7	-5
COc1cc(/C=C/C2=NC(=O)C(C)(C)O2)ccc1O	-8	-6	4	0.33	0	-11	2	1.1	-9
O=C(OCC(=O)c1c[nH]c2ccccc12)C1=COCCO1	-2	-6	7	0.75	7	-3	-6	1	-1
CSCCC(=O)Nc1ccc(C(C)=O)cc1	16	-4	4	0.59	1	8	-4	0.9	-4
CC(NC(=O)Nc1ccc(O)cc1)(C(F)(F)F)C(F)(F)F	7	21	-15	-0.74	-17	nt	17	nt	2
CC(=O)NC(CC(=O)Nc1cccc(S(=O)(=O)N2CCCCC2)c1)c1ccccc1 (centres undefined)	-9	2	1	0.41	11	8	-10	0.9	-4
Cc1nnc(SCC(=O)Nc2c(Cl)cccc2Cl)[nH]c1=O	0	-1	7	0.28	-12	-6	10	1.1	-7
Cc1ccc(-c2cc(C(=O)N3CCOCC3)c3ccccc3n2)cc1	-7	11	18	0.05	-7	70*	5	0.3	0
CCCCNc1cc(C)nc(NCc2ccccc2)n1	-2	9	57*	0.85	-11	28	14	0.7	-4
CCn1nnc(NC(=O)c2cccnc2)n1	-1	7	-20	-0.32	11	2	-11	1	-5
Cc1cc2nc(SCC(=O)O)nc(C)c2cc1C	9	9	4	-0.078	-15	-10	14	1.1	-2
Cc1oc(-c2ccc(Cl)cc2)nc1CN1CCC(C(=O)NCCCN2CCOCC2)CC1	9	-1	18	0.21	5	-14	-3	1.1	-11
COc1ccc(OCC(=O)O/N=C(\N)Cc2ccc(Cl)cc2Cl)cc1	-7	3	2	-1.3	4	10	-5	0.9	-3
Cn1c2c(c(=O)n(C)c1=O)CN(CCCN1CCOCC1)CN2	-2	0	-11	-0.48	-4	-8	5	1.1	-4
O=C(C1CCCN(S(=O)(=O)c2cnc[nH]2)C1)N1CCN(Cc2ccccc2)CC1 (centres undefined)	5	-7	11	-1	nt	1	nt	1	-6
O=C(Cc1cccs1)Nc1ccc(S(=O)(=O)Nc2ncccn2)cc1	10	2	13	-0.7	-8	-19	5	1.2	-4
CCOC(=O)Cn1c2ccc(OC)cc2c2nc3ccccc3nc21	-5	-7	-7	-1.5	4	-13	-5	1.1	-4
CCN(CC)c1ccc(NC(=O)CSc2nc(C)cc(=O)[nH]2)cc1	5	8	nt	0.76	-4	18	9	0.8	nt
Nc1nc(C(=O)N2CCOCC2)nn1S(=O)(=O)c1ccccc1	14	3	7	-0.23	-15	-9	15	1.1	-5
O=C(Cn1cnc2c(nnn2-c2ccc(F)cc2)c1=O)N1CCCC1	5	-3	-8	0.049	-8	-14	7	1.1	-1
CC(C)(C)c1ccc(CSc2nnc(-c3ccccn3)n2Cc2ccco2)cc1	2	28	1	nt	-9	73*	7	0.3	32*
Cc1ccc(NC(=S)NC(=O)c2c(-c3ccccc3Cl)noc2C)cc1	-5	25	5	nt	10	35	-11	0.7	-4
Cc1cccc(NC(=O)c2cc(NC(=O)C3CCCCC3C(=O)O)ccc2Cl)n1 (centres undefined)	0	4	3	-0.19	-4	-15	3	1.1	-9
N#Cc1ccccc1Cn1c(-c2cscn2)nc2ccccc21	16	17	-39	0.11	-4	50*	4	0.5	-9
CCOc1ccc(N2C(=O)C3CC(C)=C(C)CC3C2=O)c([N+](=O)[O-])c1 (centres undefined)	-1	14	12	-0.39	10	21	-8	0.8	-5
Cc1nn(Cc2cccc(C(=O)N3N=C(C(F)F)CC3(O)C(F)F)c2)c(C)c1[N+](=O)[O-] (centres undefined)	-3	5	24	0.51	18	78*	-17	0.2	-5
O=C(NCc1ccccn1)c1cccs1	-3	5	21	-0.27	2	-13	-2	1.1	-8
O=C(CSc1nc2ccccc2[nH]1)Nc1ccccc1F	0	2	-24	-0.034	6	64*	-5	0.4	-3
O=C(c1cccs1)N1CCN(C(=O)C2CCCO2)CC1 (centres undefined)	8	0	3	0.31	-4	nt	4	nt	-2
COc1ccc2c(c1)C1=NN(/C(C)=C\C(C)=O)C(c3ccccc3)C1CC2 (centres undefined)	nt	nt	10	1.9	3	nt	-2	nt	-1
O=C(O)CC(=O)Nc1ccccc1C(=O)O	-4	1	6	0.065	6	-3	-6	1	-4
O=c1nc(N2CCCC2)nc(Nc2ccccc2)[nH]1	5	-1	-2	-0.63	-1	6	2	0.9	-8
COc1ccc(C)cc1NC(=O)c1nnn(CCc2ccccc2)c1N	-15	5	-12	0.12	nt	8	nt	0.9	-4
COC(=O)c1ccc(NC(=O)c2ccccc2)o1	4	14	13	0.0066	3	16	-5	0.8	-3
CC(C)=CCc1c(C)nc2ccccc2c1C(=O)O	1	4	4	-0.23	-9	nt	9	nt	-1
COc1cc(C(=O)NC(=S)Nc2ccc(Cl)c(C(=O)O)c2)cc(OC)c1OC	-7	18	5	-0.23	0	-4	-1	1	-5
CCCCC(=O)Nc1ccc(C(=O)N2CCN(c3ccccc3OC)CC2)cc1	6	25	1	nt	6	57*	-7	0.4	-8
CCOCCCn1c(=N)c(C(=O)NCc2ccc3c(c2)OCO3)cc2c(=O)n3ccccc3nc21	-8	2	-18	nt	nt	5	nt	0.9	0
O=C(Nc1ccccc1C(F)(F)F)c1cc(S(=O)(=O)N2CCOCC2)ccc1F	nt	nt	-32	-0.98	-1	nt	2	nt	-6
Cc1ccc(C(=O)O/N=C/C2=C(Cl)c3ccccc3CC2)cc1	0	-8	4	0.11	4	4	-6	1	-10
Nn1c(SCC(=O)NC2CCCCC2)nnc1C1CC1	-8	13	12	0.25	1	21	2	0.8	-1
CCOC(=O)C1=C(C)Nc2nc(SCC)nn2C1c1ccc(OC)cc1 (centres undefined)	-1	0	-9	0.32	6	10	-8	0.9	-9
CCOC(=O)c1nnc(-c2ccccc2)nc1NCc1ccccc1	15	35*	-5	-0.48	7	12	-5	0.9	-5
COc1cccc(N=Cc2ccc(O)cc2O)c1	-4	4	nt	0.32	nt	1	nt	1	nt
Cc1ccc(OCC(O)CN2CCN(CC(O)COc3ccc(C)cc3Cl)CC2)c(Cl)c1 (centres undefined)	68*	94*	9	0.0055	5	-6	-6	1.1	-8
CCC(C)NC(=O)Cn1c(=O)n(CCCCC(=O)NCc2ccco2)c(=O)c2ccccc21 (centres undefined)	4	-7	-6	-0.0068	5	21	-4	0.8	-4
CCOC(=O)N1CCN(C(=O)C2CCC(=O)N2C(C)C)CC1 (centres undefined)	10	6	1	-0.27	nt	2	nt	1	-4
CCN(CC)S(=O)(=O)c1ccc(Cl)c(C(=O)NCc2ccccc2Cl)c1	-1	22	5	0.17	60	39	-60	0.6	-7
COc1ccc(CCNC(=O)C2CCCN(c3nn4c(=O)cc(C)nc4s3)C2)cc1OC (centres undefined)	10	4	-6	-0.72	1	nt	-2	nt	-1
CCCCCCCCOC(=O)c1ccc(N)cc1	nt	nt	-1	-1.5	5	nt	-3	nt	-2
COc1ccc(OCCn2cncn2)cc1	0	1	-1	-0.52	0	-2	2	1	-3
CCC(=O)OCCn1c(Br)nc2c1c(=O)[nH]c(=O)n2C	2	-1	14	-0.2	4	-6	-4	1.1	-6
COc1cc(CC(=O)N2CCc3ccccc32)cc(OC)c1OC	-2	8	nt	0.22	nt	26	nt	0.7	nt
Cc1nnsc1C(=O)Nc1ccc(Cl)cc1	nt	nt	-10	-0.024	12	nt	-11	nt	-6
COc1ccc(C(=O)Nn2c(C)ccc2C)cc1OC	19	-1	-28	0.02	1	-4	3	1	-5
c1ccc(CCNc2ncnc3c2nnn3Cc2ccccc2)cc1	-13	3	-3	0.53	13	-3	-15	1	-3
CN1CCN(S(=O)(=O)c2cccc(C(=O)Nc3sc4c(c3C(N)=O)CCCC4)c2)CC1	-6	22	nt	0.12	nt	-1	nt	1	nt
COC(=O)CCNc1ccc2c(c1)OCCO2	19	-3	-23	-0.038	10	25	-10	0.8	-8
COCCOC(=O)C(C#N)c1nc2ccccc2nc1N1CCN(Cc2ccccc2)CC1 (centres undefined)	11	4	nt	0.009	nt	80*	nt	0.2	nt
COc1ccc(OC)c(NC(=O)COC(=O)c2ccc(-n3cnnn3)cc2)c1	-5	3	6	0.63	-4	63*	3	0.4	-4
Carrying on:
SMILES	PostGolgi yeast	PostGolgi ctrl	S1P2 antag	hDAT+cocaine	sEH inhibitor	CYP2C19 inhib	sEH act	CYP2C19 activ	S1P2 ag
Cn1c(C(O)c2ccccc2F)nc(Cl)c1Cl (centres undefined)	-10	-6	-11	0.051	3	48	-5	0.5	-7
Nc1nc(SCc2nc3scc(-c4cccs4)c3c(=O)[nH]2)n[nH]1	8	0	-2	0.46	4	19	-2	0.8	-3
COC(=O)c1ccc(COc2ncnc3c(Cl)cc(Cl)cc23)o1	-14	11	-24	-0.3	5	44	-6	0.6	-3
Cc1ccc(C)c(S(=O)(=O)N2CCN(C(=O)c3cnccn3)CC2)c1	2	7	8	0.18	12	51*	-11	0.5	-8
Cc1nn(C)c(C)c1NC(=O)Nc1cccc(C(F)(F)F)c1	5	4	-3	-0.47	2	4	-3	1	-11
Cc1ccccc1NC(=O)C1CC(=O)N(c2ccccc2F)C1 (centres undefined)	2	19	-2	-0.00011	14	24	-11	0.8	-10
CCOC(=O)C(NC(=O)c1ccccc1)(Nc1cc(C)on1)C(F)(F)F (centres undefined)	-1	11	16	-0.69	-1	62*	2	0.4	-6
O=c1cnnc(SCCc2ccccc2)[nH]1	-5	-2	-29	-0.38	10	15	-8	0.8	-1
COc1ccc(Cl)cc1C(=O)Nc1ccccc1N1CCN(C(=O)C(C)C)CC1	11	54*	-19	1.2	-4	68*	3	0.3	-3
Cc1cc(=S)n(-c2ccccc2)n1C	9	-8	22	-0.065	-3	4	3	1	-6
O=C(COC(=O)c1cncc(Br)c1)NC1CC1	-1	11	-5	-1.2	5	-4	-6	1	-6
CCN(CC)S(=O)(=O)c1cccc(C(=O)Oc2cccnc2)c1	5	20	11	0.39	24	14	-23	0.9	-9

Nothing new here: 2 of the compounds above.
SMILES	PostGolgi yeast	PostGolgi ctrl	S1P2 antag	hDAT+cocaine	sEH inhibitor	CYP2C19 inhib	sEH act	CYP2C19 activ	S1P2 ag
Cn1c(C(O)c2ccccc2F)nc(Cl)c1Cl (centres undefined)	-10	-6	-11	0.051	3	48	-5	0.5	-7
Nc1nc(SCc2nc3scc(-c4cccs4)c3c(=O)[nH]2)n[nH]1	8	0	-2	0.46	4	19	-2	0.8	-3

Other entries follow.
SMILES	PostGolgi yeast	PostGolgi ctrl	S1P2 antag	hDAT+cocaine	sEH inhibitor	CYP2C19 inhib	sEH act	CYP2C19 activ	S1P2 ag
COc1cc2c(C(=O)N3CCN(C)CC3)c(C)oc2cc1Br	-1	7	-19	0.44	-3	35	2	0.7	-4
Cn1c(NCCc2ccccc2)cc(=O)n(C)c1=O	0	9	17	-0.16	nt	-9	nt	1.1	-1
COc1cc(NC(=O)C2CC2)c(C(=O)O)cc1OC	9	4	4	-1.1	-6	-14	10	1.1	-5
O=C(O)c1ccccc1SCc1ccc2c(c1)OCO2	-1	-5	-2	0.22	-3	7	4	0.9	-10
COc1ccc(Cn2cnc3c([N+](=O)[O-])c(C)c(C)cc32)cc1	-1	12	9	-0.18	nt	53*	nt	0.5	-7
O=C(NC1CC1)C1CCC(=O)N1C1CCCC1 (centres undefined)	1	14	-18	-1.5	4	-15	-1	1.2	1
Cc1cc(C)n2nc(-c3cnn(C)c3C(F)(F)F)cc2n1	17	12	-10	-0.55	4	-1	-1	1	-3
CCOCCOC(=O)C(C)Sc1n[nH]c(=O)[nH]c1=O (centres undefined)	20	-1	9	0.13	nt	-17	nt	1.2	-3
CCN(Cc1ccccc1)C(=O)COC(=O)c1n[nH]c2ccccc12	-6	5	3	0.22	5	45	-6	0.5	-7
Cc1cc(C)c(C#N)c(Oc2ccc(F)cc2)n1	-7	3	5	-0.077	-5	13	9	0.9	-6
CC1C(c2ccccc2)=[N+]([O-])C2(CCCC2)N1O (centres undefined)	-6	2	3	0.24	-3	19	3	0.8	-4
O=C(Cc1cccs1)OCC(=O)c1ccco1	3	2	2	0.036	0	26	2	0.7	-4
